EBV LMP1 NFkB: Epstein-Barr LMP1 NF-kappaB reporter inhibition; LMP1-induced NF-kappaB luciferase reporter cells, luminescence; inhibition, % at 12.5 µM; 350,000 compounds, 0.69% hits; in the data active means inhibition above about 41%;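 further: 0% = neutral control wells and 100% = reference inhibitor control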
CF NFkB block: blocks PAF-induced NF-kB reporter in cystic fibrosis cells | KKLEB NF-kB-GFP reporter, GFP fluorescence overnight | inhibition, % at 5 µM | 360,000 compounds, 0.86% hits | AID 588850;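 active means at least 50% inhibition at 5 µM, scaled per plate between neutral and stimulator controls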;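 further: PAF is a Pseudomonas aeruginosa culture filtrate used as stimulus; plate controls were PAF-stimulated DMSO wells for no effect and unstimulated DMSO wells for full effect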
Shn3 3UTR inh: reduces Shn3 3'UTR luciferase signal in osteoblasts; Clone20 osteoblast Shn3 3'UTR firefly luciferase, 24 h; inhibition, % at 12.5 µM; 360,000 compounds, 0.52% hits; AID 588674;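 active means mean inhibition of at least 75% with every replicate also reaching 75%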;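 further: 0% = median of neutral control wells and 100% = pilot-screen positive control compound; some compounds past the cut are filed as inactive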
TRPM1 prom inh: MITF TRPM1 promoter inhibition in SK-MEL-5 cells | SK-MEL-5 TRPM1 promoter luciferase, 24 h | 330,000 compounds, 0.83% hits | AID 488899 | inhibition, % at 12.5 µM;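 active means mean inhibition across replicates of 60% or more, whatever share of single replicates reaches that level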; further: values of inactives mirror those of a sister screen read the other way
C8 TRAIL sens: sensitizes caspase-8 expressing cells to TRAIL; NB7+C8 cells + TRAIL, ATPlite viability luminescence; inhibition (viability loss, TRAIL sensitization), % at 10 µM; 360,000 compounds, 1% hits;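 active means compounds causing at least 50% loss of cell viability in the single-dose screen, relative to plate controls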
NR2E3 ag-1: activates human photoreceptor nuclear receptor NR2E3; Q9Y5X4; GST-NR2E3/biotin-RetCOR TR-FRET, 1536-well; inhibition of corepressor binding, % at 4.78 µM; 320,000 compounds, 0.12% hits; AID 2300;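 active means percent inhibition above the cutoff of mean plus 3 SD of all tested compounds, set per screening campaign, cut at about 20% in these data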;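 further: 0% = DMSO wells and 100% = biotin wells as full block of FRET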
Target sequence (Q9Y5X4 whole entry, looked up): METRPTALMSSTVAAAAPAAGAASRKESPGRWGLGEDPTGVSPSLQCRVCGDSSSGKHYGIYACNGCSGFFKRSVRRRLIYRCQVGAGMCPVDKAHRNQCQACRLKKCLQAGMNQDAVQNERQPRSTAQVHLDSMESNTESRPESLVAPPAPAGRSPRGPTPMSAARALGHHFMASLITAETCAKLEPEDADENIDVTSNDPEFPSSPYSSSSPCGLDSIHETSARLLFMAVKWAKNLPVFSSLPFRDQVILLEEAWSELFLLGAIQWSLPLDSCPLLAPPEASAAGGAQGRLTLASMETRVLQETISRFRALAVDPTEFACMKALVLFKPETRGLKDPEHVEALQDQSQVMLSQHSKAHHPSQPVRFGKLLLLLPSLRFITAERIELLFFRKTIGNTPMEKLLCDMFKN
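Material: NR2E3–RetCOR corepressor complex / Amount: 1.35 nM GST-NR2E3 / Medium: Tris pH 7.5 / Compound: single nominal compound dose of 4.8 µM / Incubation: 5 h at 4 °C / Technique: TR-FRET, Eu(K)-anti-GST donor, streptavidin-D2 acceptor, ex 340, em 617/671 nm / Read-out basis: percent loss of FRET ratio relative to control wells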
iPSC survival up: increases survival of single human iPS cells; hiPSC single-cell survival, ATPlite luminescence; 100% = ROCK inhibitor wells, 0% = DMSO; 360,000 compounds, 0.044% hits; survival enhancement, % at 20 µM; in the data active means survival enhancement above about 18%;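 further: cells exposed to compounds for 16 hours before the ATP read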
KKLEB cytotox: counter-screen for CF NF-kB inhibitors: cytotoxicity | KKLEB CF airway cells viability, ATPlite luminescence, overnight; active compounds read low; cells stimulated with P. aeruginosa culture filtrate | activity change (cytotoxicity), % at 5 µM | 360,000 compounds, 0.36% hits | AID 602141;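 active means corrected activity change at or below -50% at 5 µM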
NR2E3 ag-2: activates human NR2E3 receptor; Q9Y5X4; CHO-S Gal4-NCOR/VP16-NR2E3 two-hybrid, luciferase; inhibition of corepressor binding, % at 3.98 µM; 360,000 compounds, 0.35% hits; AID 602229;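 active means inhibition above the mean of all tested compounds plus 3 SD, cut at about 70% in these data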;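 further: 0% = DMSO with NR2E3 transfected cells and 100% = cells lacking NR2E3 construct; higher means lower luciferase signal from less NR2E3 corepressor binding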
HIF-2a inh: blocks HIF-2a reporter activity; 786-0 RCC cells HIF-2a reporter, luciferase luminescence, overnight; inhibition, % at 18.8 µM; 360,000 compounds, 0.72% hits; AID 624352;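 active means inhibition of the luminescence signal of 40% or more relative to plate controls, in a single-dose primary screen at 18.75 µM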
Peg3 prom inh: Peg3 promoter activity inhibition | HeLa PEG-Prom luciferase reporter, luminescence, overnight | inhibition, % at 20 µM | 360,000 compounds, 1.7% hits | AID 588405;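 active means inhibition of at least 50% at 20 µM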
* hit, by the source's call; / = not tested or not shown. An excerpt; the hit share may differ from the screen's.

SMILES | EBV LMP1 NFkB | CF NFkB block | Shn3 3UTR inh | TRPM1 prom inh | C8 TRAIL sens | NR2E3 ag-1 | iPSC survival up | KKLEB cytotox | NR2E3 ag-2 | HIF-2a inh | Peg3 prom inh
CCN(C(=O)COC(=O)c1ccccc1Nc1ccccc1)c1c(N)n(Cc2ccccc2)c(=O)[nH]c1=O | 4 | 9 | 19 | / | 6 | / | -1.2 | -5 | -30 | 18 | 34
CCCCCC1NC(=O)NC1CCCCCC(=O)O (centres undefined) | -2 | 15 | 4 | 4 | -3 | 2 | 3.8 | -11 | -13 | 10 | 0
c1coc(CN(Cc2ccco2)c2ncnc3c2oc2ccccc23)c1 | 5 | 15 | 83 | 1 | 21 | 0 | 1.1 | -2 | 68 | 17 | 38
COc1ccccc1N1CCN(C(=O)c2n[nH]c3ccccc23)CC1 | -1 | 3 | 7 | 2 | 1 | 0 | 5.2 | 11 | 5 | -2 | 3
COC(=O)c1cc(NS(=O)(=O)c2ccc3c(c2)c(=O)n(C)c(=O)n3C)cc(C(=O)OC)c1 | 5 | -4 | 23 | -5 | 16 | -2 | 1.7 | 5 | 9 | 7 | 7
COc1ccc(CSc2nnc(C)n2N)cc1[N+](=O)[O-] | 5 | 7 | 15 | -1 | -5 | -2 | -0.7 | 12 | -19 | 9 | 8
CCN(CC)S(=O)(=O)c1ccc(Cl)c(OC)c1 | 6 | 3 | 1 | -2 | -16 | -4 | 3.9 | 0 | 4 | 23 | 38
CC(=O)c1ccc(OCC(=O)NC2CCCCCC2)cc1 | 2 | -19 | 4 | 6 | -1 | 2 | -3.2 | -3 | -2 | -41 | -38
CS/C(=N\S(=O)(=O)c1ccc(Cl)cc1)c1ccccc1 | 4 | 19 | -4 | 7 | -10 | 3 | -1.6 | 4 | 1 | 10 | 23
O=C(Nc1ccccc1Cl)c1ccccc1Cc1ccccc1 | 0 | 13 | 4 | 3 | -5 | -2 | -0.9 | -3 | 3 | -9 | -17
CC(C)CSc1nc2ccccc2c(=O)[nH]1 | -1 | 1 | -2 | -1 | -2 | 1 | -1.7 | 1 | -27 | -30 | -19
O=C(CCc1ccccc1)NC1CCSC1=O (centres undefined) | 1 | -7 | -4 | 5 | -3 | 3 | -1.5 | 0 | -27 | 6 | -1
COc1cccc(OC)c1OCC(O)CN1CCN(c2ccccc2F)CC1 (centres undefined) | 4 | 5 | 5 | 7 | 8 | -1 | -0.4 | 2 | 4 | 11 | 5
Cn1cnnc1SCC(=O)NC1CCCCCC1 | -11 | -6 | 2 | 10 | -12 | 1 | -0.5 | 6 | -17 | 12 | 10
Cc1ccc2c(c1)C1CN(C)CCC1N2C(=O)COc1ccc(N(C)C(=O)C(C)(C)C)cc1 (centres undefined) | 6 | 5 | 47 | -7 | -3 | 0 | 0.1 | 8 | -1 | 10 | 1
NC(=O)NOCc1ccc(Cl)cc1Cl | 3 | 2 | -2 | -5 | -4 | 2 | 0.6 | 7 | -12 | 5 | -17
CC(=O)OCC(=O)Nc1ccc([N+](=O)[O-])cc1Cl | 0 | -23 | 8 | -2 | -11 | 2 | -1.5 | -1 | -21 | 10 | 3
CCCN(C(=O)c1cccc(S(=O)(=O)N2CCN(C)CC2)c1)c1c(N)n(Cc2ccccc2)c(=O)[nH]c1=O | -2 | 8 | 1 | 13 | -17 | 2 | -0.4 | 2 | -12 | 7 | 8
CC1=C(C(=O)N2CCCCCC2)CC(CC(=O)NCCc2ccccn2)C(=O)N1Cc1ccccc1 (centres undefined) | / | -36 | 17 | / | -11 | / | 0.1 | -10 | 11 | -5 | 9
CCOCCCN(C(=O)Cn1nnc(-c2ccc(OC)c(OC)c2)n1)C(CC)C(=O)NC1CCCC1 (centres undefined) | 11 | -9 | 6 | 2 | -6 | 1 | -0.7 | 3 | 12 | 18 | 10

Some of these compounds in order of the HIF-2a inh value, high to low.
smiles	HIF-2a inh
CCOCCCN(C(=O)Cn1nnc(-c2ccc(OC)c(OC)c2)n1)C(CC)C(=O)NC1CCCC1 (centres undefined)	18
Cn1cnnc1SCC(=O)NC1CCCCCC1	12
CCCN(C(=O)c1cccc(S(=O)(=O)N2CCN(C)CC2)c1)c1c(N)n(Cc2ccccc2)c(=O)[nH]c1=O	7

Continued.
SMILES | EBV LMP1 NFkB | CF NFkB block | Shn3 3UTR inh | TRPM1 prom inh | C8 TRAIL sens | NR2E3 ag-1 | iPSC survival up | KKLEB cytotox | NR2E3 ag-2 | HIF-2a inh | Peg3 prom inh
Cc1ccc(OC(C)C(=O)OCC(=O)Nc2sccc2C(N)=O)cc1 (centres undefined) | -1 | -22 | 10 | 10 | 4 | / | -0.4 | -1 | -6 | 1 | 11
Cc1cc(NC(=O)CSc2nnc(-c3ccco3)n2Cc2ccco2)no1 | 3 | 4 | 10 | 0 | -7 | 0 | 3.8 | 10 | 10 | 14 | 13
C=CC(C)N1C(=O)S/C(=C\c2ccc(N3CCOCC3)cc2C)C1=O (centres undefined) | -22 | -16 | -19 | -43 | 9 | -4 | -0.7 | -6 | -7 | -201 | -175
CC(C)(CO)NC(=O)C12CC3CC(CC(Br)(C3)C1)C2 | 12 | -20 | 8 | 3 | -4 | 2 | -0.3 | -5 | -21 | 9 | 7
CCOc1ccc(CCNC(=O)C(O)c2ccccc2)cc1 (centres undefined) | -5 | 8 | -8 | 4 | -24 | -1 | -0.3 | 3 | -2 | 14 | 0
Cn1cc(CN2CCCC(C(=O)c3cc(F)ccc3F)C2)c2ccccc21 (centres undefined) | 1 | 10 | 53 | -2 | 10 | 2 | 1.3 | -6 | -4 | 8 | 5
CN(C(=O)COC(=O)c1ccc([N+](=O)[O-])cc1Cl)C1CCCCC1 | -36 | 15 | -19 | -1 | -3 | 0 | 0.3 | -7 | -6 | -8 | -20
CCOc1ccccc1N(CC(=O)Nc1ccccc1C(=O)NCc1ccco1)S(C)(=O)=O | -17 | 5 | 14 | 19 | -10 | 1 | 3.7 | 14 | 6 | 3 | 10
CN(CC(=O)Nc1cccc(F)c1)C(=O)c1ccc(COc2ccccc2)cc1 | -8 | -4 | -7 | -20 | 0 | -1 | 0.0 | -3 | 20 | -124 | -100
O=C(CCN1C(=O)C2C3C=CC(C3)C2C1=O)N1CCN(c2ccccc2F)CC1 (centres undefined) | 10 | 18 | 7 | 2 | -12 | 6 | -0.1 | -18 | -30 | 11 | 14
N#CCc1ccc(NC(=O)CSc2nnc(C3CC3)n2C2CC2)cc1 | -4 | -30 | -13 | 22 | -1 | -2 | 0.5 | 6 | -11 | 15 | 9
CCN1C(c2ccccc2)=C(c2ccccc2)S/C1=C/C=C1\SC(=S)N(C)C1=O | 34 | -2 | -21 | 35 | 6 | / | 0.3 | 7 | -30 | -1 | 22
Cc1sc(NC(=O)CSc2n[nH]c(N)n2)c(C#N)c1C | -10 | 3 | 0 | 2 | -4 | / | -0.1 | -19 | 12 | -22 | 5
CN(C)Cc1c(O)ccc2c(=O)c(-c3ccccc3)c(C(F)(F)F)oc12 | 9 | -3 | -5 | -6 | -7 | 3 | 1.5 | 14 | -11 | 13 | 8
CCN(Cc1cc2cc(OC)ccc2[nH]c1=O)C(=O)Cc1ccc(OC)cc1 | -12 | -11 | 16 | -18 | -3 | 0 | -2.9 | 3 | -4 | 12 | 22
CCOC(=O)NC(=O)/C(C#N)=N\Nc1cccc(OC)c1 | -6 | 7 | 13 | 1 | -1 | 2 | -1.3 | -8 | -14 | 10 | 4
CCC(C(=O)Nc1ccc(C)cc1)c1ccccc1 (centres undefined) | -4 | -2 | 7 | -4 | 5 | -1 | 1.5 | -3 | -14 | 7 | 4
Cc1cccc(NC(=O)C2CC3CCC2C3)c1C (centres undefined) | -4 | 8 | 7 | 1 | -1 | 3 | -0.3 | -10 | 18 | 4 | 20
CCOc1ccc(-c2nc(-c3cccs3)c(CC(=O)O)s2)cc1OC | 4 | 6 | -34 | -8 | 21 | -2 | 0.0 | -7 | -53 | -129 | -89
CCOC(=O)c1nnn(-c2nonc2N)c1-c1ccc(C)cc1 | 4 | 14 | -5 | 3 | -1 | 1 | -0.4 | 3 | 0 | 17 | 5
CC(=O)c1cn(CC(=O)Nc2ccc(C)c(C)c2)c2ccccc12 | 13 | 1 | 12 | 14 | -6 | 5 | -0.4 | 2 | -20 | 21 | 8
COc1cc(OC)c(OC)cc1CNC(=O)c1ccc(S(=O)(=O)N2CCCCC2)cc1 | 2 | -14 | -3 | 14 | 7 | -3 | 0.5 | 4 | 7 | 5 | 3
CC(C)c1ccc(/C=C2\SC(=S)N(CCC(=O)N3CCCCC3CCO)C2=O)cc1 (centres undefined) | 28 | 2 | 48 | 76* | 60* | 0 | -0.4 | -18 | 15 | 86* | 38
COc1cc(-c2noc(CCC(=O)Nc3cccnc3)n2)cc(OC)c1OC | -35 | 0 | 1 | 7 | -11 | -3 | -0.4 | -7 | 4 | 5 | 6
COC(CNC(=O)c1cc(S(=O)(=O)N2CCc3ccccc32)ccc1F)OC | 5 | 2 | 25 | -2 | -9 | 1 | -0.6 | -17 | -21 | 20 | 4
O=C(C1CCCO1)N1CCN(C(=S)Nc2ccc(F)cc2)CC1 (centres undefined) | 3 | -4 | 13 | 5 | -11 | -1 | 0.4 | 8 | -16 | 4 | 14
O=C(CC1SC(N2CCCCC2)=NC1=O)Nc1cccc(C(=O)O)c1 (centres undefined) | 1 | 7 | -6 | 16 | 21 | 2 | -3.5 | -2 | -35 | 20 | 13
O=C1/C(=C\c2ccncc2)CCc2ccccc21 | 8 | 39 | -4 | -5 | 20 | -1 | -0.7 | -12 | 1 | 6 | 27
CCOC(=O)C(C#N)C(Cc1ccccc1)c1ccco1 (centres undefined) | 2 | 3 | -5 | 1 | -9 | -2 | -0.5 | -7 | -1 | 21 | 4
O=C(CSC1=NCCS1)Nc1cccc2ccccc12 | -6 | -1 | -7 | 7 | -8 | 3 | 2.4 | 5 | -7 | 10 | -6
CCOc1cc(N2CCOCC2)c(OCC)cc1NC(=O)COC(=O)c1ccc([N+](=O)[O-])o1 | -1 | -16 | -14 | 17 | 11 | / | -2.8 | -1 | 2 | 2 | 8
O=C(CSc1nnc(-c2ccccn2)n1-c1ccccc1)Nc1ccc2c(c1)OCO2 | -6 | 5 | -15 | -3 | 17 | 0 | 2.8 | 0 | -20 | 21 | 3
CC[C@@H]1C/C=C\Cc2ccccc2[C@H](C(=O)C[C@@H](O)CC(C)=O)OC1=O | -1 | 32 | -17 | -13 | 3 | / | 0.2 | -10 | -55 | 20 | 10
CCOc1ccc2nc(Cl)c(C3CC(c4ccco4)=NN3S(C)(=O)=O)cc2c1 (centres undefined) | -4 | 1 | 2 | -3 | 0 | -1 | -0.1 | -9 | -21 | 45* | 1
CN(C)c1ccc(C(=O)N2CCCC2)cc1 | -3 | -7 | -8 | 1 | -6 | -2 | -0.4 | 5 | 7 | 5 | -1

Screens: PubChem, several laboratories
